# HTR1A agonist – 5-HT1a (human) receptor agonism; CHO 5-HT1a Ga15 NFAT-bla reporter, FRET ratio; 0% basal, 100% maximal reference agonist; activation, % at 10 µM; hit rate 0.56% among 65,000; P08908;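 active = activation above the screen-wide mean activation plus 3 SD, cut at about 19% in these data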;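 note: 0% = DMSO wells and 100% = 5-CT at EC100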
# S1P1 ag-PAM – agonists and agonism potentiators of human S1P1 receptor; P21453; hit rate 0.57% among 56,000; AID 449; S1P1 CRE-bla cells, forskolin, beta-lactamase FRET, potentiator mode; S1P1 agonist co-added at EC20, 2 nM; 100% = saturating reference agonist, 0% = basal; activation, % at 9.5 µM;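 active = activation above a cutoff set at the mean activation of all tested compounds plus 3 SD, cut at about 54% in these data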;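 note: forskolin at 4 µM as EC80 and the EC20 agonist is SEW2871; 100% = SEW2871 at its EC100 plus forskolin at EC80; some compounds past the cut are filed as inactive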
# S1P3 agonist – S1P3 (human) receptor agonism | activation, % at 4.5 µM | S1P3 NFAT-BLA reporter cells, FRET ratio; relative to 1 µM S1P, basal subtracted | hit rate 0.1% among 60,000 | AID 373 | Q99500;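 active = activation above the screen-wide mean plus 3 SD, cut at about 4.5% in these data, passing the limit was not always enough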; note: some compounds called inactive have numbers as strong as hits
# Target sequence (Q99500 whole entry, looked up): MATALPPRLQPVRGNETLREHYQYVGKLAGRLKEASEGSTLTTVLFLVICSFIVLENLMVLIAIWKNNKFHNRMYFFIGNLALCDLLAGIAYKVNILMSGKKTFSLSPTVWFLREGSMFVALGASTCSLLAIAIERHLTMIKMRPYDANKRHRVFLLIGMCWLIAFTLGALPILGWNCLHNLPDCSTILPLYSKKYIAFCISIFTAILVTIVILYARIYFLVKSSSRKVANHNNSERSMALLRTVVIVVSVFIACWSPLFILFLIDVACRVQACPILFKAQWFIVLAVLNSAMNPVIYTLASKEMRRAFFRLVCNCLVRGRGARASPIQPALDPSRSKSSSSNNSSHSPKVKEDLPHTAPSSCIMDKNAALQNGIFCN
#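 Assay system: stable CHO line with human S1P3, Gα16, NFAT-BLA reporter; Detection: FRET β-lactamase substrate fluorescence, excitation 405 nm, 460/535 nm emission ratio, background-subtracted; Read-out: percent activation versus median 1 µM S1P response, basal-subtracted, per plate; Incubation: cells plated overnight, compound 4 h 37 °C, substrate 2 h RT.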
# 5-HT1A blocker – 5-HT1a (human) receptor antagonism | inhibition, % at 10 µM | hit rate 0.68% among 62,000 | CHO 5-HT1a Ga15 NFAT-bla reporter, antagonist mode | P08908;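 active = inhibition above the mean of all tested compounds plus 3 SD, cut at about 43% in these data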;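 note: receptor stimulated by 5-CT agonist at 100 nM near EC80; beta-lactamase reporter measured by ratiometric fluorescence of a cleavable substrate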
# M1 ag – M1 muscarinic receptor agonism. CHO-M1 cells, Fluo-4 calcium fluorescence, agonist mode; active compounds read high. B-score at 10 µM. hit rate 3% among 64,000;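 active = fluorescence rise, raw or as B-score row- and column-corrected plate score, outside the 99.7% band of its plate's samples, either direction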
# M1 antag – M1 muscarinic receptor (rat) antagonism; CHO-M1 cells, Fluo-4 calcium, ACh EC80 antagonist mode; active compounds read low; B-score at 10 µM; hit rate 3.4% among 64,000;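 active = calcium fluorescence response, raw or row-and-column corrected B-score, differing from the plate sample mean either way at a set confidence level, mostly lower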
# Target sequence (P08482 whole entry, looked up): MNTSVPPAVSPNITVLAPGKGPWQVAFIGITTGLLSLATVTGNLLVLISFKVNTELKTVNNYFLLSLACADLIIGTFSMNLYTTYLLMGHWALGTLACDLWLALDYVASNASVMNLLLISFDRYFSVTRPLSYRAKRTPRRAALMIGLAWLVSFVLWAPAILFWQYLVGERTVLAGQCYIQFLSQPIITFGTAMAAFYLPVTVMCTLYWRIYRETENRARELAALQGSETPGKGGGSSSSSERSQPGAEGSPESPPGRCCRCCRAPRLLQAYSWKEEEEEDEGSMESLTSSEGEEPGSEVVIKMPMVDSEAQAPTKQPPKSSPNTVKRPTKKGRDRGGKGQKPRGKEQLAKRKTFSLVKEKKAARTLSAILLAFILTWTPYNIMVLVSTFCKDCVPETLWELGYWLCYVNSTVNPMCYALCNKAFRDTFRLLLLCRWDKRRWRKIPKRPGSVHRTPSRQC
# Jurkat tox 60K – cytotoxic compounds reducing Jurkat cell viability | Jurkat E6.1 viability, ATP luminescence, 48 h | hit rate 1.2% among 56,000 | AID 463 | inhibition, % at 4 µM;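 active = inhibition above the mean inhibition of all tested compounds plus 3 SD, cut at about 28% in these data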
# HTR1E agonist – activates the human 5-HT1E serotonin receptor; P28566; CHO 5-HT1E Ga15 NFAT-bla reporter, FRET; 0% DMSO wells, 100% control agonist wells; activation, % at 6 µM; hit rate 0.69% among 65,000;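 active = activation above a set limit, the screen-wide mean activation plus 3 SD, cut at about 8.5% in these data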;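 note: 100% = positive control agonist at 1 µM giving full maximal response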
# HTR1E antagonist – 5-HT1E (human) receptor antagonism | inhibition, % at 6 µM | CHO 5-HT1E Ga15 NFAT-bla reporter, FRET, antagonist | P28566 | hit rate 0.99% among 65,000;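 active = inhibition above a set limit, the mean inhibition across every tested compound plus 3 SD, cut at about 29% in these data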;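 note: signal is the 460 over 535 nm emission ratio of beta-lactamase substrate; 0% = agonist plus DMSO wells and 100% = wells without agonist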
# The depositor's hits bear a star; . = no result given.
# A first look (4 entries):
SMILES,HTR1A agonist,S1P1 ag-PAM,S1P3 agonist,5-HT1A blocker,M1 ag,M1 antag,Jurkat tox 60K,HTR1E agonist,HTR1E antagonist
Fc1ccc(C2=Nn3c(nnc3-c3n[nH]c4c3CCC4)SC2)cc1,-4.6,-36,1.1,-1,-0.12,0.24,6,0.5,0
COc1cccc(OCC(O)CN2CC(C)CC(C)C2)c1 (configuration not stated),-3.0,-5,0.1,0,0.68,-0.54,-4,-0.1,1
COC(=O)C(C)C1Sc2ccccc2NC1=O (configuration not stated),-2.4,-18,-1.2,-2,-0.95,1.5,4,0.6,6
CCC1S/C(=C(\C#N)C(=O)NCc2ccco2)N(c2ccc(Br)cc2)C1=O (configuration not stated),-1.3,9,-1.1,16,-0.24,0.43,0,-1.1,5

# Results (from the top)
SMILES,HTR1A agonist,S1P1 ag-PAM,S1P3 agonist,5-HT1A blocker,M1 ag,M1 antag,Jurkat tox 60K,HTR1E agonist,HTR1E antagonist
Fc1ccc(C2=Nn3c(nnc3-c3n[nH]c4c3CCC4)SC2)cc1,-4.6,-36,1.1,-1,-0.12,0.24,6,0.5,0
COc1cccc(OCC(O)CN2CC(C)CC(C)C2)c1 (configuration not stated),-3.0,-5,0.1,0,0.68,-0.54,-4,-0.1,1
COC(=O)C(C)C1Sc2ccccc2NC1=O (configuration not stated),-2.4,-18,-1.2,-2,-0.95,1.5,4,0.6,6
CCC1S/C(=C(\C#N)C(=O)NCc2ccco2)N(c2ccc(Br)cc2)C1=O (configuration not stated),-1.3,9,-1.1,16,-0.24,0.43,0,-1.1,5
COc1ccc(N2CCN(C3CC(=O)N(Cc4ccc(N5CCCC5=O)cc4)C3=O)CC2)cc1 (configuration not stated),-1.3,.,.,-4,-0.67,0,.,-0.8,9
COc1ccccc1-c1nc(SCC(=O)O)n[nH]1,0.5,17,-0.8,2,-0.0088,0,0,0.3,0
COc1cc2c(C#N)c(N3CCCCC3)nc(N)c2c(N)n1,-2.8,17,-1.6,-21,0.84,-0.15,8,0.0,10
Cc1cc(C)n(C/C=C/Cn2nc(C)cc2C)n1,-0.9,6,-1.3,2,0.012,0.31,6,-0.3,4
CNc1nc(N2CCc3ccccc32)ncc1F,-3.2,-29,0.1,-12,-1,-0.3,-2,0.2,-5
Cc1cccc2c(=O)c(C(=O)N3CCCCCC3)c[nH]c12,0.5,4,0.2,0,-0.13,0.42,-8,1.1,2
COc1cccc(C2=CC(c3ccccc3)n3nnnc3N2)c1 (configuration not stated),-2.2,19,-5.1,.,-0.52,0.005,.,-0.8,12
CC1CN(C(=O)c2cc3cc(Cl)cc(Cl)c3oc2=O)CC(C)O1 (configuration not stated),0.7,1,-0.2,3,-0.088,0.47,-6,0.6,1
CC12C(=O)N(n3cnnc3)C(=O)C1C1C=CC2C1 (configuration not stated),-0.5,-12,-0.7,3,0.071,-0.76,13,-0.1,8
O=C(O)CSCCc1ccccn1,-2.7,0,-0.7,-5,1.3,0.061,5,-0.4,-17
Cc1ccc(S(=O)(=O)N2CCCC2C(=O)Nc2nccs2)cc1 (configuration not stated),-0.3,.,-0.5,-16,-0.099,0.88,-4,0.6,-3
CCOC(=O)CC1C(=O)NCCN1C(=O)c1cc2c(=O)n3cccc(C)c3nc2s1 (configuration not stated),-2.8,-52,0.3,6,-0.076,0.81,-6,0.7,15
Cc1nc2ccccc2c(=O)n1/N=C/c1ccc(N(C)C)cc1,-4.8,10,-0.8,3,3,0.63,4,-0.7,-2
COc1cccc(C2=NOC(C(=O)N3CCN(C(=O)c4ccco4)CC3)C2)c1 (configuration not stated),0.2,8,-1.6,-14,-1.2,0.068,10,0.5,-4
CCC(NC(=O)c1ccccc1NC(=O)c1ccco1)C(=O)NC1CCCCC1 (configuration not stated),-3.2,7,-1.8,22,-0.018,0.31,6,-0.8,3
O=C(Nc1cccc(NC(=O)c2cccnc2)c1)c1cccnc1,-3.7,-32,1.3,0,-1,-0.098,-2,0.5,1
CC1CCN(C(=O)c2ccc(C(=O)N3CCC(C)CC3)cc2)CC1,-1.5,-10,0.2,0,0.9,0.28,-2,0.0,3
CCn1c(COc2cccc3cccnc23)nnc1SCC(=O)O,-1.9,-20,-0.3,6,-1.1,-0.16,-3,-0.5,-7
O=C(CN1C(=O)NC2NC(=O)NC21)NC1CCCCC1 (configuration not stated),-1.5,-10,0.5,-14,0.47,0.58,-1,-0.3,2
CC(C)(C)C1CCc2onc(C(=O)Nc3cnn(Cc4ccc(F)cc4)c3)c2C1 (configuration not stated),9.0,12,-1.2,22,1e-05,0.088,-6,1.7,10
CC1CCN(C(=O)CSc2nc(N)c3c4c(sc3n2)CN(C)CC4)CC1,0.4,.,.,-10,0.023,-1.7,.,-0.6,5
# More results follow:
SMILES,HTR1A agonist,S1P1 ag-PAM,S1P3 agonist,5-HT1A blocker,M1 ag,M1 antag,Jurkat tox 60K,HTR1E agonist,HTR1E antagonist
CCCCOc1ccc(/C(N)=N/O)cc1,-1.0,.,-1.4,4,0.3,-0.18,7,-0.6,11
Nc1ccc2oc(-c3ccccn3)nc2c1,-1.1,.,.,-8,0.32,-0.13,.,-0.3,-3
C=CCn1c(CC(=O)OC)csc1=Nc1ccc(C(C)=O)cc1,-1.4,38,0.1,16,2.5,-0.67,5,-0.7,7
CC(C)Oc1ccc(C(=O)NC2CCS(=O)(=O)C2)cc1 (configuration not stated),-1.7,-3,0.2,-5,.,.,-2,-0.3,-12
O=C(Nc1ccc(-c2nc3cccnc3s2)cc1)c1ccc(Br)o1,1.7,-16,0.5,-14,0.6,-0.15,5,2.5,4
C=CCN=C(CC)C1=C(O)CCCC1=O,-4.2,-5,-0.3,-19,-0.75,0.35,-8,1.4,-9
N#CCCCSc1nnc(-c2ccc(Cl)cc2)n1-c1ccccc1,1.1,-1,-0.8,15,-0.28,-0.87,7,1.1,4
COc1ccccc1N1CCN(C(=O)CN(Cc2ccccc2)S(C)(=O)=O)CC1,-1.9,-10,-0.2,15,-1.1,0.66,3,-0.5,-2
O=C(NCc1cccs1)c1ccc(Cl)s1,-2.5,1,-0.8,-8,0.34,0.22,0,0.4,-5
Cc1cccc(C)c1NC1=NC(C)(C)N=C(N)N1,-3.0,-3,-0.1,-7,0.043,-0.054,-12,1.8,-9
COCCN1C(=O)C(=O)/C(=C(/O)c2ccc(OC(C)C)cc2)C1c1cccnc1 (configuration not stated),-2.0,2,0.6,-21,0.9,0.47,-7,0.3,0
C=C(C)CSc1nc(N)c2c3c(sc2n1)CCC3,-0.5,8,-2.5,.,-0.031,0.015,.,0.3,3
CN1CCN(C(=O)c2cc3c(s2)-c2ccccc2S(=O)(=O)C3)CC1,-3.2,-12,-0.6,-14,-0.29,0.012,1,0.4,1
CS(=O)(=O)c1ccc2nc(NC(=O)CCC(=O)c3cccs3)sc2c1,-4.7,15,-0.2,5,-0.034,-0.36,12,0.5,20
Nn1c(SCC(=O)Nc2ccc3c(c2)OCO3)nnc1C1CCCCC1,0.9,.,-1.0,3,-0.031,-0.47,8,-0.5,-6
CC(=O)Nc1cccc(-c2csc(NCc3ccco3)n2)c1,-0.4,9,0.6,4,0.11,-0.14,-7,-0.1,-13
N#CC1=C(N)Oc2n[nH]c(-c3cccs3)c2C1c1ccoc1 (configuration not stated),-0.4,19,-0.3,0,0.041,-0.16,0,-0.7,-3
CCOC(=O)C(C)Sc1nnc(Cc2cc(=O)[nH]c(=O)[nH]2)n1-c1ccc(OCC)cc1 (configuration not stated),-5.3,-19,-0.2,9,-1.2,-0.76,-1,0.2,-8
Cc1ccc2oc(=O)c3cnn(CC(=O)N4CCCc5ccccc54)c3c2c1,3.3,2,0.6,5,-0.018,2.1*,-11,1.1,-7
Cc1nn(-c2ccccc2)c(C)c1C(=O)OCC(=O)NC(=O)NC1CCCCC1,-1.9,-5,-0.9,-8,0.28,-0.0065,1,0.0,2
O=C(CCCNS(=O)(=O)c1ccccc1)NCc1ccco1,-0.3,-12,-0.6,8,-0.55,-0.26,-2,0.9,0
Cc1ccc(NC(=O)Cn2cccc2)cc1Cl,-2.1,7,0.6,0,-0.59,0.21,0,-1.0,-10
COc1ccc(C2C(C(=O)NCc3cccnc3)c3ccccc3C(=O)N2C)cc1OC (configuration not stated),-0.1,.,.,4,0.62,-1.9,.,-0.3,0
C=CCNc1nc(NCc2ccccc2)c(C#N)c2c1CN(C)CC2,-0.8,-16,-3.5,.,-0.028,0.28,.,-0.1,-14
Cn1c(=O)c2c(nc(SCCOc3ccc4ccc(=O)oc4c3)n2C)n(C)c1=O,-1.3,-17,-0.9,-16,-0.97,0.42,0,1.3,0
# (next part)
SMILES,HTR1A agonist,S1P1 ag-PAM,S1P3 agonist,5-HT1A blocker,M1 ag,M1 antag,Jurkat tox 60K,HTR1E agonist,HTR1E antagonist
c1ccc2nc(-c3nc4ccccc4[nH]3)ccc2c1,-2.1,2,-1.3,34,0.55,0.072,20,-0.1,-1
CC(C)OC(=O)CSc1nnc(-c2cnccn2)n1Cc1ccco1,-0.1,.,-0.6,15,0.65,0.49,-4,-1.3,8
CC(C)CSc1nc(N2CCOCC2)c2c(c1C#N)CC(C)(C)SC2,-0.8,-12,-3.4,.,-0.11,-0.03,.,-1.2,29*
Cc1ccccc1CSCC(=O)NC(=O)NC(C)(C)C,-1.5,-12,0.3,-13,0.02,0.12,9,-1.1,-14
O=C(NCc1ccccc1)C(c1cccs1)N(C(=O)c1csnn1)C1CC1 (configuration not stated),-0.5,7,-1.2,12,-0.5,-0.25,2,-1.4,-4
Cn1cc(Cl)nc1C(O)c1ccccc1 (configuration not stated),-2.0,17,-1.2,.,0.44,1.2,.,-0.8,0
Cc1ccc(-c2nc(CS(=O)CC(=O)NCCN3CCOCC3)c(C)o2)cc1 (configuration not stated),-0.8,-9,-1.2,-7,-0.75,0.36,0,0.7,-26
COC(=O)c1ccc(CSc2nnc(CNC(=O)c3ccccc3F)o2)o1,-2.0,.,.,5,-0.13,-0.011,.,0.6,3
Cc1cc(Cl)c(S(N)(=O)=O)cc1OCC(N)=O,-1.3,.,0.1,10,0.0069,0.28,5,-0.6,3
CC(=O)N1CCN(S(=O)(=O)c2cccc(C(=O)Nc3ccc4c(c3)CCC4)c2)CC1,1.7,10,-1.5,10,-1.3,0.19,5,0.3,9
O=C(C1CCN(S(=O)(=O)c2cccc3cccnc23)CC1)N1CCN(Cc2ccccc2)CC1,-2.5,12,-1.4,-1,-0.37,1.2,5,0.2,0
O=C(Nc1nc(-c2cccs2)c(-c2ccccc2)s1)c1ccco1,-2.7,0,0.1,20,0.45,0.43,-1,0.0,3
CN(C)c1oc(-c2ccccc2F)nc1C#N,-0.6,-15,0.0,3,8.3*,-1.1,-1,-0.6,6
O=C(NCCN1C(=O)C2C3C=CC(C3)C2C1=O)Nc1ccccc1O (configuration not stated),0.7,-18,-1.0,-5,0.7,0.07,-7,-0.1,3
Cc1cc2c3nonc3ccc2n1C,4.3,5,-0.3,26,-0.26,-0.52,3,-1.8,7
CCOCCCn1c(SCC(=O)Nc2ccc(C(N)=O)cc2)nc2ccccc2c1=O,-5.2,-29,-2.9,-8,0.89,0.82,4,-0.3,-12
CCOC(=O)C1=C(C)NC2=C(C(=O)CCC2)C1c1cc(OC)ccc1OC (configuration not stated),2.6,-19,0.8,-5,0.54,-0.034,1,1.4,-5
COc1ccc2cc(C(=O)OC(C)C)sc(=O)c2c1OC,-0.1,-32,-0.7,-1,1.1,-0.011,5,0.7,11
CCn1c(O)c(C2=NCCCC2)c2ccccc21,-6.1,-4,-1.3,4,-0.34,-0.011,6,0.0,1
